Screening results as filed in PubChem.
SENP8 block-1: human SENP8 protease inhibitors, primary screen, biochemical, fluorescence, Nedd8 protein substrate, uHTS; Sentrin-specific protease 8 (Homo sapiens), Q96LD8; recombinant SENP8; inhibition, % at 20 µM; hit rate 0.64% among 360,000; AID 602440, 2012; in the data active = inhibition mostly above about 40%, no sharp cut-off; inactive = mostly below about 27%
Target sequence (Q96LD8 whole entry, looked up): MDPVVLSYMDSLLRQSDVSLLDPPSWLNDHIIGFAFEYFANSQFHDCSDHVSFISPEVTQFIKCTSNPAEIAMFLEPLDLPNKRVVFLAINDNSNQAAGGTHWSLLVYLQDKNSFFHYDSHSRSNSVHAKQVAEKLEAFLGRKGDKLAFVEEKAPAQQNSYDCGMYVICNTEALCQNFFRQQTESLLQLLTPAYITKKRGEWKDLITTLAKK
SENP7 block: SENP7 protease inhibitors, primary screen, biochemical, luminescence, uHTS | AID 434973, 2010 | hit rate 1.5% among 330,000 | inhibition, % at 5 µM | recombinant SENP7, Z-RLRGG-aminoluciferin luminescence, 40 min | Sentrin-specific protease 7 (Homo sapiens), Q9BQF6;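 active = inhibition above about 50% at the single test dose, limit read from the data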;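 also: plate controls were DMSO with enzyme for no effect and no enzyme buffer wells for full effect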
SENP6 inh: SENP6 protease inhibitors, primary screen, biochemical, luminescence, uHTS | AID 2599, 2010 | Recombinant SENP6 catalytic domain, aminoluciferin luminescence | Sentrin-specific protease 6 (Homo sapiens), Q9GZR1 | inhibition, % at 10 µM | hit rate 1.8% among 330,000;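 active = inhibition above about 50% at the single tested dose, limit read from the data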;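 also: plate controls were DMSO wells with enzyme for no effect and DMSO wells lacking enzyme for full effect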
Target sequence (Q9GZR1 628-1112 limits assumed): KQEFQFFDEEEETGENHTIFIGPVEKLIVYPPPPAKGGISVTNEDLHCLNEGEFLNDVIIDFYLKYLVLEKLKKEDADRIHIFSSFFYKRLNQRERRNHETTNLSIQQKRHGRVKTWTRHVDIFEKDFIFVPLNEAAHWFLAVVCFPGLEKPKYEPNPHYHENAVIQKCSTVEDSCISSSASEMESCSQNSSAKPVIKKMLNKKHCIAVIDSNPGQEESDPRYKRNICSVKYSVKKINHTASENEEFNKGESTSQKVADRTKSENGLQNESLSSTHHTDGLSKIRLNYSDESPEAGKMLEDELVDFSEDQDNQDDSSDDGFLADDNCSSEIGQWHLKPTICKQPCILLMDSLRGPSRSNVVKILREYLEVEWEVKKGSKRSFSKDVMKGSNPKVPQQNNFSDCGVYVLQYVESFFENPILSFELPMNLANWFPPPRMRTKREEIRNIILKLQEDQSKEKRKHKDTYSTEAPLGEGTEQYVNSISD
HKDC1 inh: HKDC1 hexokinase inhibitors, primary screen, biochemical, fluorescence, uHTS. recombinant HKDC1, G6PDH/diaphorase resazurin coupled fluorescence. Q2TB90. hit rate 0.16% among 340,000. inhibition, % at 20 µM;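 active = inhibition above about 35% when tested at 20 µM, limit read from the data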;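 also: plate controls were DMSO wells with enzyme for no effect and DMSO wells lacking enzyme for full effect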
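Test system: HK5 enzyme. Quantity: 5 µg/mL HK5 final. Reagent: glucose and ATP substrates. Schedule: 90 min reaction incubation at room temperature, dark. Technique: resazurin-to-resorufin fluorescence via G6PDH and diaphorase coupling, 525/613 nm. Control set: DMSO wells with and without enzyme mix.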
SENP1 inh: human SENP1 catalytic domain inhibitors, primary screen, biochemical, FRET, uHTS; Sentrin-specific protease 1 (Homo sapiens), Q9P0U3; inhibition, % at 10 µM; recombinant SENP1 catalytic domain, CyPet-SUMO1-YPet FRET cleavage; hit rate 0.21% among 360,000;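 active = inhibition at least 30% at 10 µM, raw YFP signal under a set limit, fluorescence ratio 0.5 to 1.5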;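 also: 0% = enzyme with DMSO and 100% = no enzyme wells; some results filed as inactive read as strong as hits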
Target sequence (Q9P0U3 419-644 limits assumed): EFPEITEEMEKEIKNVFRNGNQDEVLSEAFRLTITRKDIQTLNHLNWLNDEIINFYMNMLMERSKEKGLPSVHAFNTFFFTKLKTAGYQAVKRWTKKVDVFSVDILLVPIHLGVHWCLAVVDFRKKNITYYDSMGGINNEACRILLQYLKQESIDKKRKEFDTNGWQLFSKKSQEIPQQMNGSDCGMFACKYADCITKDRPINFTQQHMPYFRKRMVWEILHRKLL
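system = hSENP1 catalytic domain, recombinant | reagent = SFCypet-SUMO1-SFYpet substrate at 25 nM | doses = one dose per compound, 10 µM, 0.5% DMSO | incubation = enzyme reaction for 50 min at room temperature, dark | measured by = FRET, CFP and YFP emission | controls = no-enzyme low, enzyme-DMSO high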
Apaf1 inhib: inhibitors of human Apaf-1 apoptosome, primary screen, biochemical, DEVD-Rh110 fluorescence, uHTS. Apoptotic protease-activating factor 1 (Homo sapiens), O14727. reconstituted apoptosome caspase-3 activity. inhibition, % at 20 µM. hit rate 0.71% among 330,000. AID 489030, 2010; active = inhibition of at least 40% at 20 µM;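 also: plate controls were DMSO wells for no effect and DEVD-CHO caspase inhibitor wells for full effect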
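Material: reconstituted apoptosome with Apaf-1, cytochrome c, caspase-9, procaspase-3, dATP. Technique: Rh110 fluorescence intensity. Buffer or medium: pH 7.5 Hepes buffer with CHAPS, BSA, DTT. Times: 30 min plus 50 min, RT.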
PfGluPho inh: PfG6PD enzyme inhibitors, primary screen, biochemical, fluorescence intensity, uHTS | glucose-6-phosphate dehydrogenase-6-phosphogluconolactonase (Plasmodium falciparum 3D7) | PfGluPho enzyme, NADPH resazurin-diaphorase fluorescence | inhibition, % at 20 µM | hit rate 0.78% among 350,000 | AID 504690, 2011;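 active = inhibition reaching at least a set limit at 20 µM in the primary screen, cut at about 59% in these data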;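 also: 0% = DMSO wells with substrate and 100% = DMSO wells lacking glucose-6-phosphate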
SENP8 block-2: SENP8 protease inhibitors, primary screen, biochemical, luminescence. Sentrin-specific protease 8 (Homo sapiens), Q96LD8. purified SENP8, Z-RLRGG-aminoluciferin cleavage. inhibition, % at 10 µM. hit rate 1.2% among 330,000. AID 2540, 2010; in the data active = inhibition above about 50%
Active calls of the source: *; · = no result given.

SMILES	SENP8 block-1	SENP7 block	SENP6 inh	HKDC1 inh	SENP1 inh	Apaf1 inhib	PfGluPho inh	SENP8 block-2
Cc1ccc(S(=O)(=O)N2CCOCC2)cc1C(=O)Nc1nc(-c2cccnc2)cs1	-2	-11	3	1	-3	7	6	-2
CCN1C(=O)[C@H]2[C@@H](c3ccc(-c4cccc(Cl)c4)cc3)N[C@@](Cc3ccccc3)(C(=O)OC)[C@H]2C1=O	-3	-3	-9	5	-5	18	18	3
O=C(CCNS(=O)(=O)c1ccc(Br)cc1)NNC(=O)C1COc2ccccc2O1 (configuration not stated)	16	-4	-5	2	0	16	-8	-17
COc1ccc(CNC(=O)COC(=O)CCN2C(=O)C3CC=CCC3C2=O)cc1OC (configuration not stated)	10	0	-8	-5	3	1	-5	-8
Cc1ccc(-c2nnc(-c3ccc(NC(=O)Cc4cccs4)cc3)o2)cc1	-285	6	5	8	0	-3	-2	7
O=C(Cc1ccc(Br)cc1)Nc1ccc(Cl)cc1	13	0	-20	-4	-2	5	16	0
Cc1ccc2nc(Nc3nc(CSc4nnc(C)s4)cc(=O)[nH]3)nc(C)c2c1	-3	-2	-2	0	-3	5	1	-14
CC1CCN(S(=O)(=O)CCNC(=O)c2ccc(F)cc2)CC1	11	3	-13	-4	2	7	11	-12
Cc1cc(C)n(-c2nc3ccccc3n3c(C)nnc23)n1	13	-3	13	-3	0	-13	1	-1
CCN(c1ccc(NC(=O)COC(=O)CCc2cc(OC)c(OC)c(OC)c2)cc1)C(C)C	10	·	·	14	1	·	4	·
CCN(CC)S(=O)(=O)c1ccc2oc(SCC3CN=C(c4ccc(OC)cc4)S3)nc2c1 (configuration not stated)	-156	-3	-27	4	-6	15	14	-16
Cc1ccc(/C=N/NC(=O)C(C)Oc2cccc3ccccc23)o1 (configuration not stated)	-4	3	-5	13	2	17	43	10
COCc1cc(/C=N\NC(=O)Cc2ccc(Cl)cc2)ccc1OC	10	4	9	-4	3	0	-10	3
C[C@H](CO)N1C[C@H](C)[C@@H](CN(C)CC2CC2)Oc2c(NS(=O)(=O)c3ccc(F)cc3)cccc2C1=O	4	-7	-23	2	2	7	4	-13
O=C1C2ON(c3ccccc3)C(c3ccncc3)C2C(=O)N1c1ccc(N2CCOCC2)cc1 (configuration not stated)	10	4	-3	-4	0	4	-37	-4

2 consecutive compounds out of the list so far:
SMILES	SENP8 block-1	SENP7 block	SENP6 inh	HKDC1 inh	SENP1 inh	Apaf1 inhib	PfGluPho inh	SENP8 block-2
Cc1ccc(S(=O)(=O)N2CCOCC2)cc1C(=O)Nc1nc(-c2cccnc2)cs1	-2	-11	3	1	-3	7	6	-2
CCN1C(=O)[C@H]2[C@@H](c3ccc(-c4cccc(Cl)c4)cc3)N[C@@](Cc3ccccc3)(C(=O)OC)[C@H]2C1=O	-3	-3	-9	5	-5	18	18	3

Other results follow:
SMILES	SENP8 block-1	SENP7 block	SENP6 inh	HKDC1 inh	SENP1 inh	Apaf1 inhib	PfGluPho inh	SENP8 block-2
Nc1nc(SCc2ccccc2)c2ncn(C3OC(CO)C(O)C3O)c2n1 (configuration not stated)	-2	·	·	-4	2	·	-2	·
CCOc1cccc2cc(C(=O)Nc3cc(C)on3)c(=O)oc12	-102	-1	-13	16	-10	-16	-7	-5
CCN(CC(=O)Nc1ccc2c(c1)OCCO2)C(=O)c1cc(S(=O)(=O)N2CCOCC2)ccc1F	5	1	6	-4	3	-2	6	6
CCOC(=O)c1[nH]c(C)c(C(=O)OCCOc2cccc(C)c2)c1C	6	18	1	-3	1	11	-10	-11
CC(C)C(=O)Nc1nnc(CCc2ccccc2)s1	24	6	4	-1	0	7	-14	-5
Cc1cccc(-c2cccc(NC(=O)C3CCCN(Cc4cccnc4)C3)c2)c1 (configuration not stated)	13	-8	-2	1	-3	19	-1	-8
Cc1ccc(C(C)C)c(OC(=O)/C=C/c2ccccc2)c1	6	-1	-2	9	2	-3	-6	-3
Cc1cccc(NC(=S)NCCc2ccccn2)c1	18	5	-4	-2	-1	-2	1	3
CC(C)(C)c1ccc(C(=O)NNC(=O)c2ccncc2)cc1	21	8	-16	-6	1	13	-6	-3
CCN(CC(=O)Nc1c(F)cccc1F)C(=O)CN1C(=O)c2ccccc2C1=O	5	0	-4	-2	1	3	-1	3
CCOc1ccc(N2CC(C(=O)Nc3ccc(S(=O)(=O)Nc4nccs4)cc3)CC2=O)cc1 (configuration not stated)	6	6	-2	2	2	1	-17	15
Cc1ccc2cc3c(nc2c1)N(c1ccccc1)CC3	-449	-3	-2	-2	-1	12	4	-1
Cn1cc(Br)c(NS(=O)(=O)c2ccc(Cl)s2)n1	17	3	-6	-4	3	-1	-13	-2
Cc1ccc(S(=O)(=O)N2CCN(C(=O)Cc3sc(C)nc3-c3ccc(F)cc3)CC2)c(C)c1	2	-4	-13	1	-5	26	8	-2
CCC(CC)CN1CCN=C1N(C)C	22	6	2	-3	1	-4	-2	6
CCCCNC(=S)N(CCN(C)C)Cc1cc2cc3c(cc2[nH]c1=O)OCCO3	-459	-11	0	-2	-7	9	10	-7
Cc1sc2nc(C(C)C)nc(SCC(=O)NCc3ccco3)c2c1C	28	6	-2	16	2	2	14	3
Fc1ccc(NC(=S)N2CCc3ccccc3C2)c(F)c1	4	-5	-24	-10	3	3	12	-2
Cc1ccc(Cl)cc1N(CC(=O)N1CCOCC1)S(C)(=O)=O	10	2	-23	-5	1	-13	6	-5
Cc1cc(N/N=C/c2ccccc2O)nc(N2CCOCC2)n1	6	9	12	0	-4	-7	30	-3
Cc1ccc(NC(=O)C(=O)NCC2CCCN2S(=O)(=O)c2cccs2)cc1C (configuration not stated)	3	-4	-16	0	-7	20	6	-6
CCOC(=O)c1ccccc1NC(=O)COC(=O)C1CCCC1	-2	-1	2	4	0	18	-3	-11
CC(NS(=O)(=O)c1ccc2[nH]c(=O)c(=O)[nH]c2c1)C(=O)O (configuration not stated)	-86	-3	3	0	-4	2	1	-14
Nn1c(SCC(=O)NCc2ccccc2)nnc1C1CC1	10	-8	4	-12	1	3	2	4
O=S(=O)(NCc1cn2ccsc2n1)c1ccc2c(c1)OCCO2	14	6	-12	-5	-2	-3	-5	0
COc1ccc(CCN2CC(C(=O)OC(C)C(=O)Nc3ccc(NC(C)=O)cc3)CC2=O)cc1OC (configuration not stated)	6	·	·	-6	-1	·	-8	·
Cc1ccc(C(=O)NCCSC(C)(C)C)cc1[N+](=O)[O-]	19	0	6	-8	4	6	5	2
Cc1ccc(Cl)c2c1NC(=O)C2=O	16	3	-19	9	0	-7	12	7
O=C(CNC(=O)c1ccccc1)NCC(=O)OCC(=O)c1ccccc1Cl	4	-7	-5	-9	1	7	-1	-7
CCOC(=O)N1CCN(S(=O)(=O)c2ccc(F)c(C(=O)Nc3cc(C)cc(C)c3)c2)CC1	17	-5	-4	4	1	13	1	7

Three of the entries above in order of their number in SENP6 inh, high to low.
SMILES	SENP6 inh
CCOC(=O)c1ccccc1NC(=O)COC(=O)C1CCCC1	2
CCOC(=O)N1CCN(S(=O)(=O)c2ccc(F)c(C(=O)Nc3cc(C)cc(C)c3)c2)CC1	-4
Cc1ccc(Cl)c2c1NC(=O)C2=O	-19

(further entries)
SMILES	SENP8 block-1	SENP7 block	SENP6 inh	HKDC1 inh	SENP1 inh	Apaf1 inhib	PfGluPho inh	SENP8 block-2
Cc1csc(N2CCCC2=O)n1	9	9	4	-6	2	0	-4	10
C(=C\c1ccco1)/c1nc2ccccc2[nH]1	-348	-1	-11	-8	-30	15	44	10
COc1ccc(C(=O)Nc2nc3ccc(OC)cc3s2)cc1	-280	-2	17	0	0	-16	31	-15
O=C(Cc1cn(Cc2cccc(Cl)c2)c2ccccc12)N1CCCCCC1	1	-4	-5	4	0	21	18	-12
Cc1cc(C(=O)OCC(=O)NC2(C#N)CCCCC2)c(C)o1	9	-6	0	4	-1	-3	1	0
CCOc1cc(NC(=S)Nc2cccc(OC)c2)c(OCC)cc1NC(=O)C1CC1	2	7	-2	5	-1	0	-2	-4
O=C(Cn1ccc([N+](=O)[O-])n1)Nc1nccs1	15	-6	15	-6	2	0	20	-2
CCOC(=O)CC(=O)CSc1ncnc2c1cnn2-c1ccccc1	-18	7	22	-6	-6	0	-10	8
Cc1ccc(CNC(=O)CSc2n[nH]c(N)n2)cc1	26	0	-6	-1	3	0	-11	5
CCCn1c(SCC(=O)c2cc(C)ccc2C)n[nH]c1=O	19	-10	-4	-9	1	11	31	-11
CCOC(=O)c1c(C)[nH]c(C)c1S(=O)(=O)N(C)CC(=O)Nc1ccccc1F	0	-11	-7	2	1	2	-3	2
COc1ccccc1NC(=O)c1cc2ccccc2o/c1=N\O	13	7	3	0	2	-3	53	-23
COc1ccccc1-c1coc2cc(OCC(=O)OCc3ccccc3)ccc2c1=O	2	1	-17	-7	2	22	4	-14
C=CCn1c(=S)[nH]c2cc(C(=O)NCCc3ccc(S(N)(=O)=O)cc3)ccc2c1=O	-36	3	-3	1	-2	-10	-13	1
Cc1ccc(N2Cc3ccccc3C2=O)cc1	-19	94*	93*	0	4	5	7	89*
CN(C)S(=O)(=O)c1ccc(C(=O)Nc2ccccc2SCCC#N)cc1	12	2	-5	-6	2	-3	30	0
Oc1ccc(C=Nc2ccccc2-c2nc3ccccc3[nH]2)cc1	-328	-8	-11	-7	-3	-8	1	-14
COc1ccc(S(=O)(=O)N2CCC(C(=O)N[C@@H](C)C(=O)NCc3ccncc3)CC2)cc1	11	5	9	-3	2	-3	-23	1
Cc1cc(CCNC=O)c(C)c2c1sc1ccccc12	3	·	·	2	-5	·	29	·
CCOc1c(Br)cc(CNC2CCCCCCC2)cc1OC	27	-9	-9	-4	-1	3	3	-2
Cc1ccc(NC(=O)COC(=O)CN2C(=O)NC3(CCCC3)C2=O)cc1S(=O)(=O)N(C)C	8	2	-11	12	-3	1	-12	-1
CCCOc1ccc(-c2c(C(=O)N/N=C(\C)c3cccs3)nnn2-c2nonc2N)cc1	-26	-4	-7	1	2	-1	-8	3
Cc1oc(S(=O)(=O)N2CCOCC2)cc1C(=O)Nc1ccc(Cl)cc1	14	-5	7	0	1	-8	9	8
CC1(C)CC(=O)c2cc(C(=O)Nn3cnnc3)c(=O)n(-c3ccccc3)c2C1	-226	-7	-39	-3	1	14	-15	-11
Cc1occc1-c1nnc(SCC(=O)NCc2ccco2)n1CC(C)C	1	-8	0	3	-8	-1	9	1
CCCCn1c(SCC(=O)NNC(=O)c2ccco2)nnc1-c1ccco1	17	2	8	10	0	-2	-23	1
O=C(NC1CCN(S(=O)(=O)c2ccccc2)CC1)c1cccc(F)c1	6	-18	-14	-6	1	8	6	11
CCOC(=O)c1ccc(CS(=O)c2ccc(Cl)cc2)o1 (configuration not stated)	24	4	-6	-9	1	-10	-3	1
CCOc1ccc2c(c1)C(=O)C(=O)N2CC1COc2ccccc2O1 (configuration not stated)	14	-1	-1	24	3	22	63*	-4

Records listed so far marked active in SENP6 inh.
structure	SENP7 block	SENP6 inh	HKDC1 inh	SENP1 inh	PfGluPho inh
Cc1ccc(N2Cc3ccccc3C2=O)cc1	94*	93*	0	4	7

This is a random part of the collection (roughly 3.6% active in at least one column).
